DAX1 inh-1 = DAX1 (NR0B1) inhibitors on StAR promoter, primary screen, cell-based, luminescence, SF-1 (NR5A1), full-length DAX-1; HEK293T StAR-luciferase reporter, SF-1/DAX-1 repression relief; inhibition, % at 6.8 µM; actives 1.1% (n = 370,000); AID 652010, 2013;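 active means inhibition above the mean over all tested compounds plus 3 SD, cut at about 3.6% in these data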;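 further: 0% = DAX-1 cells with DMSO and 100% = cells lacking DAX-1 with DMSO; higher inhibition means more luminescence from relief of DAX-1 repression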
ADAM10 inh = human ADAM10 inhibitors, primary screen, biochemical, QFRET, HTS; actives 0.62% (n = 370,000); AID 720582, 2013; inhibition, % at 7 µM; recombinant ADAM10, EDANS/DABCYL FRET peptide cleavage, 3 h; Disintegrin and metalloproteinase domain-containing protein 10 (Homo sapiens), O14672;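 active means inhibition above a per-campaign cutoff equal to the mean of compounds falling between control-based bounds plus 3 SD, cut at about 20% in these data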;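 further: 0% = DMSO wells while the 100% control is not disclosed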
hcDAF12 agonist = H. contortus DAF-12 nuclear receptor activators, primary screen, cell-based, luminescence, HEK293, lit1-tk-luc reporter | HEK293 hcDAF-12 lit1-tk-luc reporter; 0% DMSO, 100% Δ7-dafachronic acid | activation, % at 6.8 µM | actives 1.4% (n = 370,000);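 active means activation above the mean of all tested compounds plus 3 SD, cut at about 5.5% in these data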;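 further: 100% = response to 3 µM Δ7-dafachronic acid high control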
ssDAF-12 act = S. stercoralis DAF-12 nuclear receptor activators, primary screen, cell-based, luminescence, HEK293, GRIP1 co-expression, lit1-tk-luc. Nuclear hormone receptor DAF-12 (Strongyloides stercoralis). HEK293 ssDAF-12/GRIP1 lit1-tk-luc reporter; % of 3 µM dafachronic acid response. activation, % at 6.8 µM. actives 1% (n = 370,000). AID 652126, 2013;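 active means activation above the mean over all tested compounds plus 3 SD, cut at about 0.9% in these data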;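 further: 0% = DMSO-only wells and 100% = 3 µM delta7-dafachronic acid wells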
GC-B act = human GC-B receptor activators, primary screen, HEK293 GC-B cells, cGMP TR-FRET, EC30 CNP; 0% at EC30 CNP, 100% saturating CNP; activation, % at 10 µM; actives 0.11% (n = 370,000);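 active means activation at 10 µM reaching about 35% in either raw or pattern-adjusted values, limit read from the data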
sPLA2-III inh = human group III sPLA2 inhibitors, primary screen, biochemical, QFRET, BODIPY PC-A2 liposome substrate; Group 3 secretory phospholipase A2 (Homo sapiens), Q9NZ20; QFRET BODIPY PC-A2 liposome hydrolysis, fluorescence; inhibition, % at 12.2 µM; actives 0.56% (n = 370,000); AID 743126, 2013;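 active means inhibition above mean plus 3 SD of compounds lying within the high and low control bounds, cut at about 19% in these data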;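 further: 0% = median of test compound wells and 100% = no enzyme DMSO wells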
hgDAF12 agonist = H. glycines DAF-12 receptor agonists, primary screen, cell-based, luminescence, HEK293, GAL4 fusion, UAS-luciferase. activation, % at 6.8 µM. HEK293 GAL4-hgDAF12 UAS-luciferase reporter, agonist luminescence; normalized to butyrate control. Nuclear hormone receptor DAF-12 (Heterodera glycines), GAL4 fusion. actives 1.8% (n = 370,000). AID 687014, 2013;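 active means activation above a cutoff set at the mean of all screened compounds plus 3 SD, cut at about 10% in these data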;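 further: 0% = DMSO wells and 100% = sodium butyrate wells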
GAA850 FXN act = FXN promoter activators, primary screen, cell-based, luciferase luminescence, HEK293 lucGAA850; actives 0.56% (n = 360,000); HEK293 lucGAA850 FXN promoter luciferase reporter, 24 h; percent of 10 µM SAHA response; activation, % at 6 µM; AID 540364, 2011;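 active means activation above the average of all compounds screened plus 3 SD, cutoff fixed separately per campaign, cut at about 7.5% in these data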;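 further: 0% = DMSO wells and 100% = 10 µM SAHA wells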
SMARCA2 activ = SMARCA2 (BRM) function activators, primary screen, cell-based, luminescence, high throughput; activation, % at 9.1 µM; actives 1% (n = 370,000); MG213 cells, MMTV-luciferase reporter, dexamethasone, overnight; AID 652017, 2013; in the data active means activation above about 7.8%;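 further: 0% = vehicle wells and 100% = reference activator wells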
DAX1 inh-2 = DAX1 (NR0B1) inhibitors, primary screen, cell-based, HEK293, Gal4-DAX1, luciferase luminescence; Nuclear receptor subfamily 0 group B member 1 (Homo sapiens), P51843; HEK293 Gal4-DAX1 luciferase reporter; inhibition, % at 6.75 µM; actives 0.99% (n = 340,000); AID 504766, 2011;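 active means inhibition above the mean over all tested compounds plus 3 SD, cut at about 4.2% in these data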;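 further: 0% = DAX1-transfected cells with DMSO and 100% = empty-vector control cells with DMSO; inhibition shows as a rise in luminescence from relieved DAX1 repression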
GC-A act = GC-A stimulated cGMP production enhancers – HEK293 GC-A cells, cGMP TR-FRET, EC30 ANP, primary screen; Atrial natriuretic peptide receptor 1 (Homo sapiens), P16066; 0% at EC30 ANP, 100% saturating ANP; activation, % at 10 µM; actives 0.14% (n = 370,000); AID 1671463, 2021; in the data active means activation above about 40%
Target sequence (P16066 whole entry, looked up): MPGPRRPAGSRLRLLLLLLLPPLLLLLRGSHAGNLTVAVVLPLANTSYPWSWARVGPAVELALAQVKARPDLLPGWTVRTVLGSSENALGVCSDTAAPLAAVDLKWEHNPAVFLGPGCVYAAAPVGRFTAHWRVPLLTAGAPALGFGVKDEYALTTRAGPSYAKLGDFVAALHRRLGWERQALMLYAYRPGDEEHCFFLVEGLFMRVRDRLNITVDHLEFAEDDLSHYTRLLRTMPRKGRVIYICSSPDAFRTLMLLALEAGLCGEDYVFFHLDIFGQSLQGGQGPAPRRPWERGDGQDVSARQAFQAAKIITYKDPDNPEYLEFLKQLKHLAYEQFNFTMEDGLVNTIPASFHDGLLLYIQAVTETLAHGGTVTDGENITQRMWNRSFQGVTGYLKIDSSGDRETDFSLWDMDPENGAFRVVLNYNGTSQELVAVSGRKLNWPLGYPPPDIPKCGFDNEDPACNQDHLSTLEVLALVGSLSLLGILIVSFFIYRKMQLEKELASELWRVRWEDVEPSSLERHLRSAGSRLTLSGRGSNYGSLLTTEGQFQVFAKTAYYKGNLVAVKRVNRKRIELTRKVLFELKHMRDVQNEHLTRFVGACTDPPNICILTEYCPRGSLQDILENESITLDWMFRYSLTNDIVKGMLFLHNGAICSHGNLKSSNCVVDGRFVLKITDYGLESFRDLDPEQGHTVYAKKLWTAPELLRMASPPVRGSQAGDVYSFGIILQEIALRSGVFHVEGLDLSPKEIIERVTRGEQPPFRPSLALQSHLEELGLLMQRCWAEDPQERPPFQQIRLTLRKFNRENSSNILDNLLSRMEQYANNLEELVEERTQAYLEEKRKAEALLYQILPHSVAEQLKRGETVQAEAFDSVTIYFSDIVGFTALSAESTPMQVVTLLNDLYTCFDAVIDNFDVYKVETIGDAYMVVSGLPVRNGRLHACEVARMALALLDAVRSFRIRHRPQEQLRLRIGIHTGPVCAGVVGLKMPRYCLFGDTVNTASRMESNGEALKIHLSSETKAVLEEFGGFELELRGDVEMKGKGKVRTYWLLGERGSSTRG
Starred values were filed as active, the others as inactive; . = not tested or not shown.

SMILES	DAX1 inh-1	ADAM10 inh	hcDAF12 agonist	ssDAF-12 act	GC-B act	sPLA2-III inh	hgDAF12 agonist	GAA850 FXN act	SMARCA2 activ	DAX1 inh-2	GC-A act
COc1ccc(NC(=O)CCN2CCN(S(=O)(=O)c3ccc(C(C)C)cc3)CC2)cc1	-0.6	3	-2.7	1.2*	0	-42	-1.9	-3.1	-5	-1.7	4
COc1ccc(NC(=O)N2CCOCC2)cc1	0.0	0	-0.1	-1.1	-2	0	3.6	1.1	-1	-0.1	-1
COc1ccc(-c2nnc(SCc3csc(N)n3)n2C)cc1	-0.8	-4	-0.5	-0.9	0	4	-0.8	-0.6	-1	0.7	1
Cc1nc(NC(=O)c2csc3ccccc23)sc1C	5.1*	0	13*	1.5*	-1	-9	24*	1.3	5	2.0	2
COc1cccc(N(CC(=O)N2CCN(C)CC2)S(=O)(=O)c2ccc(C)cc2)c1	-0.7	-2	-1.4	-1.5	-13	-1	-1.4	-2.6	0	-1.5	-16
O=C(Cn1c(NCCO)nc2ccccc21)c1ccc(Cl)cc1	0.5	-2	0.7	-0.9	-2	-16	0.2	-0.5	0	1.0	-1
COc1cccc(C(=O)N(Cc2nc(-c3cccc(C)c3)no2)C(C)C)c1OC	-0.4	5	-0.8	-1.1	-3	-11	0.2	0.4	-1	-1.3	3
COCCCNC(=O)c1ccc(Cn2c(=O)c3ccccc3n(Cc3ccc(Br)cc3)c2=O)cc1	-0.8	2	-0.1	-0.6	11	2	2.7	.	0	.	-4
COC(=O)c1ccc(Cn2nnc3ccccc32)cc1	0.0	-1	-1.7	-1.0	3	-6	0.4	0.1	-2	1.9	-2
CC(C)Oc1ccc(/C=N/NC(=O)c2nnn(-c3nonc3N)c2CN(C)C2CCCCC2)cc1	-1.1	-12	-1.9	-0.9	8	6	0.5	-0.9	0	0.8	-5
Clc1ccccc1Cn1nc(-c2ccccc2)nc1-c1ccccc1	0.3	4	3.2	-0.7	0	-7	-1.0	2.4	-1	0.0	0
O=C(COc1ncnc2ccccc12)NC1CCCC1	0.2	-11	-1.9	-1.1	2	6	-0.1	-0.1	-1	-0.5	-2
CC1CCCC(C)N1C(=O)CN1C(=O)NC2(CCCCCC2)C1=O (configuration not stated)	-0.7	-12	-0.6	-0.9	3	-1	0.5	-1.2	-2	0.7	2
O=C(NCCc1ccc(Cl)cc1)C1CCCN1C(=O)Nc1ccc(F)cc1 (configuration not stated)	0.0	-4	-1.0	-1.6	0	6	0.8	-0.3	-1	-0.7	-5
O=C(NCCC1=CCCCC1)C(=O)NCc1ccccc1Cl	0.2	9	-2.0	-0.9	4	-2	3.5	1.4	-1	-0.6	3
CCCN(CC(=O)Nc1ccccc1C)C(=O)CCCNC(=O)c1ccc(Cl)cc1	0.2	-2	0.0	-0.9	-3	-5	-2.1	0.1	1	0.1	-3
CNS(=O)(=O)c1cc(N)ccc1C	0.6	-2	-1.4	-1.1	2	8	-1.9	-0.1	-2	1.2	5
CN(C)S(=O)(=O)NC(=O)C1=C(N2CCCC2)COC1=O	0.9	6	0.2	-1.2	-1	9	0.5	0.6	0	0.4	-1
COc1ccc(Cc2nc3ccc(C(=O)N(C)CC4COCCO4)cc3o2)cc1 (configuration not stated)	1.4	-10	-0.3	-0.8	0	-1	3.1	7.0	1	0.9	-2
O=C(COc1ccc2ccccc2c1)NCC(=O)N/N=C/c1ccco1	1.0	-10	1.1	-1.4	-1	-11	1.9	-0.9	-1	-0.2	2

Entries listed so far printed as active in hcDAF12 agonist.
structure	DAX1 inh-1	ADAM10 inh	hcDAF12 agonist	ssDAF-12 act	GC-B act	sPLA2-III inh	GAA850 FXN act	SMARCA2 activ	DAX1 inh-2	GC-A act
Cc1nc(NC(=O)c2csc3ccccc23)sc1C	5.1*	0	13*	1.5*	-1	-9	1.3	5	2.0	2

(listing goes on)
SMILES	DAX1 inh-1	ADAM10 inh	hcDAF12 agonist	ssDAF-12 act	GC-B act	sPLA2-III inh	hgDAF12 agonist	GAA850 FXN act	SMARCA2 activ	DAX1 inh-2	GC-A act
CCCCOCC1CN(c2ccccc2)C(=O)CS1 (configuration not stated)	-0.3	-2	0.1	-1.2	3	-4	-0.3	0.7	1	-0.9	0
Clc1cccc(N/N=C(\Cc2nc3ccccc3[nH]2)c2ccccc2)c1	0.6	-15	-0.6	-0.3	-6	-2	6.6	4.4	0	1.6	0
COc1ccc(NC(=O)C2CC(=O)N(C(C)C)C2)cc1 (configuration not stated)	0.1	-13	-2.2	-1.4	6	7	-1.8	0.4	0	0.1	-3
CCOc1ccccc1N1CCN(S(=O)(=O)c2ccc(Cl)s2)CC1	0.1	3	-2.5	-2.0	-2	-4	-1.1	0.2	-2	-0.1	-5
COc1cc(/C=N/Nc2nncc3ccccc23)cc(OC)c1OC	0.9	0	-0.5	-0.9	1	-1	7.6	5.9	3	1.2	-2
CC(C)(C)C(=O)NC1=NN(c2c(Cl)cc(Cl)cc2Cl)C(=O)C1	-0.1	1	-2.9	-0.8	2	-4	-2.8	1.3	2	-1.1	-1
COc1ccc(CNC(=O)c2cccc3c(-c4cccc(C(N)=O)c4)coc23)cc1OC	-4.5	-9	-5.4	-2.7	38*	-3	-16	-6.6	-5	.	33
COc1ccc(CCNC(=O)CN2C(=O)C3(OCCCO3)c3ccccc32)cc1OC	-1.3	-3	1.2	-1.7	-1	2	-0.7	-2.4	5	0.9	1
C#CC[N+](CC)(CC)CC#Cc1ccccc1	0.2	6	-0.6	-1.3	4	-2	-0.9	-1.0	-1	.	0
CCOC(=O)[C@]12CCC=C1N(Cc1ccco1)C(=O)[C@H](CC(=O)N1CCN(C(=O)c3ccco3)CC1)C2	1.0	-8	0.8	-0.5	2	3	-1.4	.	1	.	4
CCCCN(C)CCNC(=O)c1ccc2c(c1)NC(=O)C(N1CCCCC1)S2 (configuration not stated)	1.8	4	-0.6	-0.8	3	2	2.4	-0.2	1	2.9	0
COc1ccc(NC(=O)C2CCCO2)c(OC)c1 (configuration not stated)	-0.9	0	-1.4	-0.5	6	1	2.8	2.3	-1	0.2	3
CCCCCCCNC(=O)C1CC(=O)N(C)C(=Nc2ccc(OC)cc2)S1 (configuration not stated)	-0.7	4	-1.8	-0.6	0	-29	-0.8	0.0	-4	0.4	-7
Cc1ccc(CNC(=O)c2cc3c(C)nc4ccccc4c3o2)cc1	-4.5	-10	-3.4	-1.9	4	-5	-4.8	-0.8	-3	-2.5	5
COc1ccc(C(C(=O)NC2CCCCC2)n2c(=O)c(-c3cc4ccccc4[nH]3)nc3ccccc32)cc1 (configuration not stated)	-1.4	-298	1.3	-0.4	-1	-6	1.2	.	1	.	8
CC(Nc1nc(-c2ccc(F)cc2)cs1)c1nc2cc(Cl)c(Cl)cc2n1CCCO (configuration not stated)	-0.1	3	-0.2	-1.3	-5	-13	-1.3	1.7	-2	1.9	-4
CCOC(=O)c1ccc(NC(=O)c2ccc(CO)c(C(=O)NC3CCN(C(=O)OCC)CC3)c2)cc1	-0.6	2	-2.0	-0.1	-1	-5	-1.0	-1.7	-3	-0.1	4
CCOC(=O)CSc1nc2ccccc2c(=O)n1-c1ccc(C)cn1	-0.4	-2	0.6	-1.1	6	-4	-1.4	1.3	0	-0.5	-1
O=S(=O)(NCCSc1ccccn1)c1ccc(Cl)cc1	-0.2	6	-1.0	-1.5	1	-13	2.7	1.0	6	0.1	-7
COc1ccc(CNC(=O)C2CCN(C(=O)c3csc(Nc4ccc(C)cc4)n3)CC2)cc1	-0.6	6	-2.4	-1.4	-1	-17	-1.5	0.8	-3	2.1	-4
COc1cc2c(cc1OC)CN(Cc1cc(OC)c(O)c(OC)c1)CC2	0.2	-5	-0.7	-1.9	3	-2	-4.3	0.2	4	1.9	-2
COC(=O)c1cc2c(N)c(C(=O)c3ccccc3)sc2nc1C(OC)OC	-0.6	-4	1.6	-0.8	0	-6	0.7	-0.6	1	1.8	-3
O=C(CSc1nnc(-c2ccc(Br)cc2)o1)N1CCN(C(=O)c2ccco2)CC1	-1.2	0	0.0	-1.5	-5	3	-4.2	-3.0	-3	-0.3	7
Cc1cc(N2CCN(C(c3ccccc3)c3ccc(Cl)cc3)CC2)n2ncnc2n1 (configuration not stated)	-1.1	-2	-1.8	-1.4	-24	-10	-1.2	0.2	-4	-1.0	-22
O=C(Nc1nc(-c2ccc(F)cc2)cs1)c1cccnc1	-1.0	-4	-2.0	-2.7	-5	-1	4.0	-1.8	3	2.0	5
COC(=O)c1cccc(NC(=O)CCSc2ccc(Cl)cc2)c1C	0.1	-7	-1.9	-1.0	6	2	-0.1	-0.6	0	0.1	9
CCn1c(=O)n(CC)c2cc(N3CCCC3)c(NC(=O)c3cc(Cl)ccc3OC)cc21	-0.3	-3	-0.7	-1.7	-4	8	-1.7	2.4	-1	0.4	-4
COC(=O)C(NC(=O)CCC(=O)N[C@@H](C(=O)OC)c1ccccc1)c1ccccc1 (some centres not stated)	0.5	2	-0.8	-1.3	-6	0	1.1	-1.6	-1	2.3	-1
C[C@@H]1CCCCO[C@@H](CN(C)S(=O)(=O)c2ccc(F)cc2)[C@@H](C)CN([C@H](C)CO)C(=O)c2cc(N(C)C)ccc2O1	1.4	-4	-1.5	-0.6	3	2	0.8	2.0	-3	0.2	5
COc1cccc(C2CC(C(F)(F)F)n3ncc(C(=O)Nc4c(C)n(C)n(-c5ccccc5)c4=O)c3N2)c1 (configuration not stated)	-0.6	2	-1.2	-1.0	-3	-6	-3.5	0.9	1	-0.8	-2
COCCn1c(SC(C(=O)Nc2cc(C)ccc2OC)c2ccccc2)nnc1-c1ccc(Cl)cc1 (configuration not stated)	0.3	-9	-2.7	-0.6	-1	2	-1.9	2.7	-3	0.9	4
Cc1cc(N/N=C/c2ccccc2F)c2ccccc2n1	0.6	-238	-0.7	-0.4	-7	2	-0.4	2.0	-2	1.1	2
Cc1ccc(C(=O)Nc2nccs2)s1	1.4	-8	3.5	0.1	-3	-5	8.1	7.0	7	2.7	0
CCOc1ccc(C(=O)Nc2cccc(-c3ccc4nncn4n3)c2)cc1	-0.4	2	-3.7	-1.7	-1	-5	1.5	2.0	0	-0.3	-4
C[C@H]1Cn2nnc(-c3ccccc3)c2Cn2c3ccccc3c(=O)n21	-1.4	-189	-0.7	-0.7	-9	3	1.0	.	7	.	-6

Compounds as they come; about 6.6% have a hit in one of these screens.
